Scp1 inh = inhibitors of human Scp-1 phosphatase | Q9GZU7 | AID 493091 | inhibition, % at 20 µM | Recombinant Scp1, phosphopeptide, malachite green phosphate absorbance | 340,000 tested, 0.88% active;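 active = inhibition above about 50% at 20 µM, limit read from the data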;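 note: plate controls were DMSO wells with enzyme for no effect and wells lacking enzyme for full effect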
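System: SCP-1 catalytic domain; Reagent: Phospho 17-mer peptide substrate; Doses: one concentration, 20 µM, with 1.0% DMSO; Incubation: 45 min room-temperature reaction, 5 min colour, 30 min stabiliser; Signal: Phosphate-binding colour reagent, absorbance read at 630 nm.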
Neddyl block = blocks human cullin neddylation; 360,000 tested, 0.58% active; calls only at 25 µM; TR-FRET cullin neddylation, biochemical; P61081+Q13564; in the data active = inhibition above about 36%
CSN deneddyl inh = blocks human CSN-mediated cullin deneddylation. Purified CSN, SCF-Nedd8-OG deneddylation, fluorescence polarization. inhibition, % at 12.5 µM. 360,000 tested, 0.38% active;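 active = pattern-corrected inhibition above about 35%, with an unprinted fluorescence ratio check between 0.5 and 1.5, limit read from the data, passing the limit was not always enough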;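 note: 0% = enzyme with substrate and 100% = substrate without enzyme; some results filed as inactive read as strong as hits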
Target sequence (Q92905 whole entry, looked up, one chain of several): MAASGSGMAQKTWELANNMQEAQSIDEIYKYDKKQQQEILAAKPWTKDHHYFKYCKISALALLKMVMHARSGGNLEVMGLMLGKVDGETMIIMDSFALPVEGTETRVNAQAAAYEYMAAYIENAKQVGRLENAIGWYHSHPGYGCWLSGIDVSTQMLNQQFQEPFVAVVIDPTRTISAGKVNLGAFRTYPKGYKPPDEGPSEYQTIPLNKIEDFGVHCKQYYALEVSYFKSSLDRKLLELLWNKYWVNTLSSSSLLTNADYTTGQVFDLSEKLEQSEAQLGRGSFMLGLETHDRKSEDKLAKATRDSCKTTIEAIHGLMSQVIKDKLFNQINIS
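Assay system: Purified human Csn5 enzyme expressed in HEK293T cells | Amount: Enzyme 0.24 nM | Measured by: Fluorescence polarization readout | Medium: Tris/NaCl/DTT buffer, pH 7.5 | Compound dosing: One concentration, 12.5 µM, 0.25% DMSO | Times: 90 min incubation of compound, enzyme and substrate at room temperature | Control set: no-enzyme wells high, enzyme-with-substrate wells low | Read-out: % inhibition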
STEP inh = blocks human striatal-enriched tyrosine phosphatase; recombinant STEP, OMFP fluorogenic substrate, fluorescence; P54829; inhibition, % at 20 µM; 360,000 tested, 0.25% active;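 active = inhibition at 20 µM, scaled per plate between control wells, above about 37%, limit read from the data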;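 note: 0% = DMSO with enzyme and substrate and 100% = substrate only without enzyme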
Target sequence (P54829 whole entry, looked up): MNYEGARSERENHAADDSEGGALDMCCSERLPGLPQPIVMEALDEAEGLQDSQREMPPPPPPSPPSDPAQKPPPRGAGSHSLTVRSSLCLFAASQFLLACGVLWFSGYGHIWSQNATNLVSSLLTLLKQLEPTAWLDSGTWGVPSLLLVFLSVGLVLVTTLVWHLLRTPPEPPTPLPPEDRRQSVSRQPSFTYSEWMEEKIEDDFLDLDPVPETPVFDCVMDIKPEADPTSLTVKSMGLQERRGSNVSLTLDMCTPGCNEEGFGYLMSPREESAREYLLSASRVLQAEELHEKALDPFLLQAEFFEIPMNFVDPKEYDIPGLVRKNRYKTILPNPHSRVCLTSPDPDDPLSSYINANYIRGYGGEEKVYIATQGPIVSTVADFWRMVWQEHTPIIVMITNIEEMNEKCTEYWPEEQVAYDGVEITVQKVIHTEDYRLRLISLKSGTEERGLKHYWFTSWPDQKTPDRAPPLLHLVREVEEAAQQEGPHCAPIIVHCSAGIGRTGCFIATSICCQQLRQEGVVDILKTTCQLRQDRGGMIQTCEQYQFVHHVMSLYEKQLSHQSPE
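System: STEP (striatal-enriched tyrosine phosphatase) enzyme, cell-free; medium: Bis-Tris pH 6.0 buffer with DTT, detergent; dosing: 20 µM, 1% DMSO; times: reaction 20 min, ambient temperature; detection: fluorescence, 480/540 nm; read-out basis: normalized % inhibition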
DNMT1 inh = blocks human DNA methyltransferase DNMT1; P26358; DNMT1 molecular beacon, Hinp1I cleavage, fluorescence; inhibition (reported as % activation of signal), % at 10 µM; 360,000 tested, 0.83% active; in the data active = inhibition above about 50%
SUMO1 PPI mod = modulators of human SUMO1-mediated protein-protein interactions. P63165. SUMO1 binding to a labelled peptide, TR-FRET, 1 h. inhibition, % at 20 µM. 360,000 tested, 0.33% active. AID 602429; in the data active = inhibition above about 37%
Target sequence (P63165 whole entry, looked up): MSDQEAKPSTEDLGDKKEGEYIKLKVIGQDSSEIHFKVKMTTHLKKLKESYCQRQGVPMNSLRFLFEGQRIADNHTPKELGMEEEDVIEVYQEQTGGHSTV
Rpn11 inh = inhibitors of human proteasome Rpn11; O00487; human 26S proteasome, Ub4-pepOG fluorescence polarization; 20S core pre-blocked with epoxomicin; calls only at 20 µM; 360,000 tested, 0.59% active; AID 588493;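 active = inhibition at 20 µM, scaled to each plate's controls, above about 33%, limit read from the data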
NadD block = blocks S. aureus nicotinate mononucleotide adenylyltransferase; purified NadD enzyme, colorimetric absorbance read-out; inhibition, % at 20 µM; 360,000 tested, 0.78% active; AID 602399; in the data active = inhibition above about 26%; note: some compounds past the cut are filed as inactive
Rin1-Abl PPI inh = inhibitors of human Rin1-Abl protein interaction; P00519+Q13671; TR-FRET Rin1/Abl binding, biochemical; inhibition, % at 7.35 µM; 360,000 tested, 0.4% active; AID 588664; in the data active = inhibition above about 5%, passing the limit was not always enough
LMPTP block = blocks human LMPTP phosphatase; P24666; recombinant LMPTP-A, OMFP fluorogenic substrate, fluorescence intensity; inhibition, % at 20 µM; 360,000 tested, 0.22% active; AID 651560;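 active = compounds that cut the enzyme signal by at least half of the control window in the single-dose screen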;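 note: plate controls were DMSO wells with enzyme plus substrate for no effect and substrate without enzyme for full effect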
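Assay system: LMPTP-A, protein tyrosine phosphatase of low molecular weight / Medium: pH 6.0 Bis-Tris buffer with DTT and Triton X-100 / Schedule: 50 min enzyme reaction at room temperature, protected from light / Measured by: endpoint fluorescence intensity from OMFP dephosphorylation / Read-out basis: % inhibition relative to no-enzyme and uninhibited control wells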
Starred values were filed as active, the others as inactive; i = inactive; · = not tested or not shown; + = active, no number; & = joins results of further samples.

The first 4 compounds, to show the layout:
SMILES	Scp1 inh	Neddyl block	CSN deneddyl inh	STEP inh	DNMT1 inh	SUMO1 PPI mod	Rpn11 inh	NadD block	Rin1-Abl PPI inh	LMPTP block
Cc1nn(Cc2ccc(Cl)cc2)c(C)c1NC(=O)c1noc2c1CCc1ccccc1-2	3	i	-1	-3	-14	3	i	7	-2	6.1
CC(OC(=O)c1cccnc1)C(=O)NCc1ccc2c(c1)OCO2 (stereo not drawn)	-7	i	-3	2	1	-2	i	-5	0	-0.5
CCCS(=O)(=O)N1CCCC(C(=O)NCCN(CC)CC)C1 (stereo not drawn)	-12	i	-1	2	0	6	i	-8	0	-0.7
CCN1CCCC1CNC(=O)C(=O)NC (stereo not drawn)	-5	i	-4	-1	0	-2	i	-2	4	-0.3

This part in full (from the top)
SMILES	Scp1 inh	Neddyl block	CSN deneddyl inh	STEP inh	DNMT1 inh	SUMO1 PPI mod	Rpn11 inh	NadD block	Rin1-Abl PPI inh	LMPTP block
Cc1nn(Cc2ccc(Cl)cc2)c(C)c1NC(=O)c1noc2c1CCc1ccccc1-2	3	i	-1	-3	-14	3	i	7	-2	6.1
CC(OC(=O)c1cccnc1)C(=O)NCc1ccc2c(c1)OCO2 (stereo not drawn)	-7	i	-3	2	1	-2	i	-5	0	-0.5
CCCS(=O)(=O)N1CCCC(C(=O)NCCN(CC)CC)C1 (stereo not drawn)	-12	i	-1	2	0	6	i	-8	0	-0.7
CCN1CCCC1CNC(=O)C(=O)NC (stereo not drawn)	-5	i	-4	-1	0	-2	i	-2	4	-0.3
CN(CC(=O)Nc1cccc(Cl)c1)S(=O)(=O)/C=C/c1ccccc1	·	i	1	-1	-3	-2	i	-6	-1	1.0
O=C1COc2ccc(S(=O)(=O)NCCc3ccccc3)cc2N1	-9	i	1	-2	0	4	i	-3	4	-1.6
CCOP(=O)(OCC)c1nc(-c2ccc(Cl)cc2)oc1NCc1ccccc1	-8	·	4	1	4	-3	i	-8	-3	3.3
CCOc1ccc(N2C(=O)C3ON(C)C(c4ccc([N+](=O)[O-])cc4)C3C2=O)cc1 (stereo not drawn)	-2	i	0	-3	-2	-23	i	-13	1	-0.5
O=C1C2C3C=CC([C@@H]2C(=O)N1C1CCCCC1)[C@H]1C(=O)N(C2CCCCC2)C(=O)C31 (stereo partly drawn)	-11	i	2	0	-3	-2	i	-1	1	-1.6
N#CCSc1n[nH]c2nc3c(c(=O)n12)C1(CCCCC1)Cc1ccccc1-3	-10	·	3	4	-12	1	i	14	-3	2.5
CC(C)(C)[C@@H]1C=C(C(=O)Nc2ccccc2)O[C@H](OCc2ccc(CO)cc2)C1	-4	i	1	-1	-3	6	i	-14	2	-0.3
O=C(Nc1cccc(NC(=O)c2ccccc2Cl)c1)c1ccc(F)cc1	3	i	2	-1	-1	-5	i	-7	2	-2.6
Cc1[nH]c2ccc(C(=O)N3CCN(c4ccccn4)CC3)cc2c1C	-4	i	-4	-3	-5	5	i	-2	-1	1.7
COCc1nnc(NC(=O)c2ccc(S(=O)(=O)N3CCCc4ccccc43)cc2)o1	-5	i	1	1	-2	6	i	11	2	-0.7
Cc1ccc(NC(=O)COC(=O)CCc2nc3ccccc3c(=O)[nH]2)c(Br)c1	-1	i	5	0	2	3	i	0	1	0.4
Cn1c(C(=O)N2CCCC(C(=O)N3CCN(C(=O)c4ccco4)CC3)C2)cc2sccc21 (stereo not drawn)	15	i	0	1	2	4	i	1	-2	0.1
c1ccc(N2CCCCC2)c(NC2=NCCC2)c1	-4	i	-3	-3	2	-5	i	-6	0	-3.1
O=C1Nc2ccc(Cl)cc2C(=O)C1(F)c1ccccc1 (stereo not drawn)	0	i	-1	1	0	-12	i	-10	4	0.3
NS(=O)(=O)c1ccc(CNC(=O)NC23CC4CC(CC(C4)C2)C3)cc1	-3	i	-1	-1	-1	-3	i	-6	2	0.6
COc1cc(/C=C2\C(=N)N3N=CSC3=NC2=O)cc(Br)c1OC(=O)c1ccco1	9	i	13	-2	5	20	i	7	0	1.4
O=C(CCn1c(=O)oc2ccccc21)N1CCCCCC1	-4	i	3	0	1	-2	i	-2	4	-1.0
CC(Oc1cc2oc(=O)c3c(c2cc1Cl)CCC3)C(=O)NCc1ccncc1 (stereo not drawn)	-10	i	1	3	0	0	i	-5	-1	-0.5
COc1ccccc1N1CCN(C(=O)C2CCN(S(=O)(=O)c3ccc(C)cc3)CC2)CC1	-3	i	2	-2	2	0	i	-2	-3	2.2
CCCCN1C=CC(=C2C(=O)c3ccccc3C2=O)C=C1	-1	i	-1	2	1	-23	i	7	-5	0.7
CC1Cc2cc(/C=C3/SC(=S)NC3=O)ccc2O1 (stereo not drawn)	8	i	-2	1	-2	-10	i	1	0	1.8

Some of the entries so far, with bars between the fields.
Compound | Scp1 inh | Neddyl block | CSN deneddyl inh | STEP inh | DNMT1 inh | SUMO1 PPI mod | Rpn11 inh | NadD block | Rin1-Abl PPI inh | LMPTP block
NS(=O)(=O)c1ccc(CNC(=O)NC23CC4CC(CC(C4)C2)C3)cc1 | -3 | i | -1 | -1 | -1 | -3 | i | -6 | 2 | 0.6
COc1cc(/C=C2\C(=N)N3N=CSC3=NC2=O)cc(Br)c1OC(=O)c1ccco1 | 9 | i | 13 | -2 | 5 | 20 | i | 7 | 0 | 1.4
O=C(CCn1c(=O)oc2ccccc21)N1CCCCCC1 | -4 | i | 3 | 0 | 1 | -2 | i | -2 | 4 | -1.0

The listing continues.
SMILES	Scp1 inh	Neddyl block	CSN deneddyl inh	STEP inh	DNMT1 inh	SUMO1 PPI mod	Rpn11 inh	NadD block	Rin1-Abl PPI inh	LMPTP block
CN(C(=O)c1c(Cl)cnn1C)C12CC3CC(CC(C3)C1)C2	-8	i	0	-4	0	3	i	-3	-2	1.6
O=C(CCn1c(=O)oc2ccccc21)NCCCN1CCN(c2ccc(F)cc2)CC1	-9	i	-3	2	2	-2	i	-3	6	-0.7
CC(OC(=O)c1cccc([N+](=O)[O-])c1)C(=O)N1CCc2ccccc21 (stereo not drawn)	-10	i	-7	-4	-4	-32	i	-3	1	-0.8
Cc1cc2c(cc1C)[n+](C)cn2CC(O)COCC1CC=CCC1 (stereo not drawn)	38	i	3	0	-1	-3	i	0	5	-1.6
C[C@@H]1CN([C@@H](C)CO)C(=O)CCCn2nncc2CO[C@H]1CN(C)C(=O)c1ccc2ccn(C)c2c1	·	i	4	1	2	0	i	5	-2	-0.7
COc1ccc(NC(=O)CN2C(=O)NC(C)(C3CC3)C2=O)cc1S(=O)(=O)N1CCOCC1 (stereo not drawn)	-8	i	-3	-2	-10	9	i	-1	1	-0.2
CC1=NN(c2ccc(Cl)cc2)C(=O)C1C(c1cccc(O)c1)c1c(C)[nH]n(-c2ccc(Cl)cc2)c1=O (stereo not drawn)	3	i	3	0	-51	25	i	17	-1	6.9
C[C@H](NC(=O)OC(C)(C)C)C(=O)N/N=C/c1cccc2nccnc12	-14	i	-5	-2	-2	-24	i	0	-5	-1.1
CCn1c(SCc2nc3ccccc3[nH]2)nnc1-c1cccs1	15	i	-2	0	4	0	i	-1	1	-0.4
COc1ccc(CN2C(=O)C(Cc3ccccc3)Nc3ncnc(N4CCN(c5ccccc5)CC4)c32)cc1 (stereo not drawn)	4	i	6	2	-5	-1	i	25	1	-1.6
CCOc1cc(/C=C/c2cccc[n+]2C)ccc1O	72*	i	-3	0	0	-32	i	1	-3	-1.6
COC(=O)C(NC(=O)c1c(C)nn(C)c1Cl)c1ccccc1 (stereo not drawn)	-1	i	-1	4	3	4	i	-1	-5	-1.8
COc1ccccc1-c1c(C)nn2c(N3CCOCC3)cc(C)nc12	-13	i	3	0	1	4	i	-1	-1	-0.9
COc1ccccc1CCc1nnc(CCC(=O)NCCCOc2cccnc2)o1	-3	i	1	0	2	-2	i	-5	0	-0.2
CCc1sc(NC(=O)c2cc3ccccc3oc2=O)nc1-c1cccs1	-5	i	4	-4	12	1	i	8	-1	-2.0
CCCCNC(=O)C[C@@H]1C[C@@]2(C(=O)OC)CC(C)(C)CC=C2N(Cc2cccc3ccccc23)C1=O	·	i	-2	·	·	2	·	·	·	3.2
COc1ccccc1/C=C/CN1CCN(Cc2ccc(C)o2)C(CCO)C1 (stereo not drawn)	-4	i	-3	-3	-5	1	i	-3	0	-1.0
Cc1cccc(S(=O)(=O)NCCNS(=O)(=O)c2cccc(C)c2)c1	-5	i	-1	-1	-1	0	i	-4	3	0.0
COc1ccc(CNC(=O)c2ccc3ccccc3n2)cc1OC	-10	i	-2	0	0	-9	i	-5	1	0.6
CCOc1ccc(NC(=O)CN(C)C(=O)c2cn3ccccc3n2)cc1OCC	-6	i	-3	2	1	37	i	-1	-2	0.0
COc1ccc(OCC2CNC(=O)O2)cc1 (stereo not drawn)	0	i	-8	-1	0	2	i	-9	0	-1.0
CCOC(=O)CNC(=O)c1nn(-c2ccc(OCC)cc2)c(=O)c2ccccc12	0	i	1	1	2	-14	i	3	0	0.7
Cc1ccsc1/C=N/n1c(-c2ccccn2)n[nH]c1=S	-4	i	4	-3	9	-4	i	9	0	-1.8
COc1ccc2sc(NC(=O)c3ccco3)nc2c1	16	+	7	3	4	7	i	9	-1	0.1
COc1ccccc1N1CCN(C(=O)c2onc(C)c2Cl)CC1	-9	i	3	-1	0	0	i	-2	-1	-1.0
(next part)
SMILES	Scp1 inh	Neddyl block	CSN deneddyl inh	STEP inh	DNMT1 inh	SUMO1 PPI mod	Rpn11 inh	NadD block	Rin1-Abl PPI inh	LMPTP block
COc1ccccc1OCCNC(=O)c1cccc(S(=O)(=O)N2CC(C)OC(C)C2)c1 (stereo not drawn)	-3	i	5	1	1	-5	i	-6	-1	-0.1
Cc1c(C(=O)N(Cc2ccncc2)CC2CCCO2)oc2c(F)cccc12 (stereo not drawn)	-2	i	-1	2	2	0	i	-5	-2	-0.8
Cc1ccc(/C=C/C(=O)NN2CCN(C)CC2)cc1	-5	i	4	1	1	-2	i	1	-1	-0.5
COc1ccc(-c2cccc(-c3cc(=O)oc4cc(OC)c(OC)c(OC)c34)c2)cc1	-12	i	-3	0	-3	-4	i	-5	-1	2.7
CC(=O)N(CCC(c1ccco1)C(C)C)Cc1ccc(Cl)cc1 (stereo not drawn)	-2	i	1	0	-5	1	i	0	-3	2.7
Cc1ccc(S(=O)(=O)N2CCN(CC(=O)NC3CCCc4ccccc43)CC2)cc1C (stereo not drawn)	-7&0	i	4&1	-1&1	1&-7	-6&0	i	2&5	2&0	-1.0&0.8
Nc1c(C(=O)Nc2ccc(Cl)cc2)sc2nc(N3CCOCC3)c3c(c12)CCCC3	-2	i	3	0	-4	-3	i	22	-10	1.1
CCCCN(CC)CCCNC(=S)Nc1ccc2nc(N3CCN(CC)CC3)cc(C)c2c1	-10	i	1	2	1	-9	i	-11	-5	2.4
COC(=O)C1=C(C)N(CCCC(=O)O)C(=O)NC1c1ccc(Cl)cc1 (stereo not drawn)	0	i	4	-4	2	0	i	-3	2	-2.0
Cc1cc(C)cc(N2CC(c3nc4ccccc4n3C)CC2=O)c1 (stereo not drawn)	0	i	-3	0	-2	-3	i	4	0	-1.8
